# NPYLR7 agonist: activates Aedes aegypti NPYLR7 receptor | HEK293T NPYLR7/Galpha15, GCaMP6s calcium fluorescence | activation, % at 10 µM | 0.15% of 270,000 active; in the data active = activation above about 40%;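 note: 0% = vehicle and 100% = reference agonist at the receptor; some compounds past the cut are filed as inactive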
# mcGAS lum: mouse cGAS inhibition by luminescence; inhibition, % at 12.5 µM; recombinant cGAS, Kinase-Glo ATP depletion luminescence; Q8C6L5; 0.15% of 160,000 active;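 note: 0% = negative control wells and 100% = reference inhibitor with no enzyme activity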
# hcGAS inh: blocks human cGAS activity. Q8N884. recombinant h-cGAS, ATP depletion, Kinase-Glo luminescence. inhibition, % at 12.5 µM. AID 1259398. 0.081% of 290,000 active;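 note: 0% = vehicle reaction and 100% = reaction without DNA for no activity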
# Target sequence (Q8N884 whole entry, looked up): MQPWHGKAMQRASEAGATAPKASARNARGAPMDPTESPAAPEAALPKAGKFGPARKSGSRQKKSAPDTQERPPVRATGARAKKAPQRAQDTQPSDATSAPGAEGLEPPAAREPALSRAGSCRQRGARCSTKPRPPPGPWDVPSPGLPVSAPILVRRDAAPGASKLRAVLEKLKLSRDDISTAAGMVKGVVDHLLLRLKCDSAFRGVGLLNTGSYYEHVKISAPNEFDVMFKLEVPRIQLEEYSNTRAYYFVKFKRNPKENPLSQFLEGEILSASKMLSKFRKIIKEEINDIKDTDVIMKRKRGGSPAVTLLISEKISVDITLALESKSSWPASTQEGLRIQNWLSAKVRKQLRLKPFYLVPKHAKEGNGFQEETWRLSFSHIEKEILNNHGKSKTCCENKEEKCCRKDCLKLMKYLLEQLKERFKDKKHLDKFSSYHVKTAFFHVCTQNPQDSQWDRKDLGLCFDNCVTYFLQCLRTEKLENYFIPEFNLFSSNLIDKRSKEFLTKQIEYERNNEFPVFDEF
# Active calls of the source: *; x = no result given; & = joins results of further samples. Cut-off read from the data, not from the text of the source, unless noted: active = inhibition above about 40%; inactive = the rest.
no. | structure | mcGAS lum | NPYLR7 agonist | hcGAS inh
1 | CN(C)CC1(O)CCCN(C(=O)c2cnc3ccccn3c2=O)CC1 (stereo not given) | -12 | x | -5
2 | Cn1c(Sc2nc3ncccn3n2)c(C#N)c(=O)n(C)c1=O | x | -2 | -5
3 | Cc1ccc(-n2nc(-c3ccccc3)cc2C(=O)N2CCC(Cc3ccccc3)CC2)c(C)c1 | -4 | 1 | 1
4 | CCCCCCCCS(=O)(=O)N1CCc2nc(-c3ccccc3)nc(N(C)CC)c2C1 | -6 | -3 | -8
5 | Cn1c(-c2ccccc2)c(C=NNc2nncc3ccccc23)c2ccccc21 | x | 4 | -10
6 | CCCc1cc(-n2ccnc2CC)n2ncc(-c3ccccc3)c2n1 | -9 | 5 | -10
7 | COc1ccccc1CC(=O)N1CCCC2(CNC(=O)O2)C1 (stereo not given) | -16 | 3 | -8
8 | Cc1ccc(/C=C/C2=NC(=C\c3ccccc3F)/C(=O)O2)cc1 | x | -2 | -6
9 | Cc1cccc(NC(=O)N2CC(=O)N3CCc4c(F)cccc4C3C2)c1 (stereo not given) | -5 | -7 | -5
10 | CCN(CC)CCCNc1ccc(C2CCCC2)cc1 | x | -6 | -5
11 | Cc1cc(C)n(-c2cc(C)c(C)cc2Br)n1 | x | -13 | -6
12 | COC(=O)C1(C)CCN(C(=O)CSC(C)(C)C)C1 (stereo not given) | x | -1 | -6
13 | O=C(Nc1ccc(-c2csnn2)cc1)N1CCCC1 | x | -22 | -3
14 | COC(=O)c1cc(S(=O)(=O)N(C)Cc2ccc(OC)cc2)cn1C | x | 3 | 3
15 | CCn1nc(C)c2ccnc(N3CCC(C(=O)N4CCN(C5CCN(C)CC5)CC4)CC3)c21 | -7 | x | -10
16 | CC1(C)CSC(=NCCc2ccccc2)N1C(=O)/C=C/c1ccco1 | x | 9 | -5
17 | Cc1[nH][nH]c(=O)c1C(c1ccccc1[N+](=O)[O-])c1c(C)[nH][nH]c1=O | x | -3 | -1
18 | Cc1ncnc2c1ncn2-c1cc(O)c(F)c(F)c1 | x | 3 | -8
19 | CSc1nc(=O)n(CCO)c2c1CCCC2 | -8 | -11 | -8
20 | Cc1ccccc1Cn1cccc1CN(Cc1ccccc1)C(=O)C12CC3CC(CC(C3)C1)C2 | -2 | x | -6
21 | CCCN(Cc1ccc(OC)cc1)C(=O)c1cnc(OC)nc1 | -16 | -3 | -3
22 | CCCCCCCC(=O)Nc1c(-c2ccc(OC)cc2)nc2cc(C)ccn12 | -6 | -9 | -2
23 | Cn1c(=O)n(CCCO)c(=O)c2c1nc1n2CCN1c1ccc(Cl)cc1 | -10 | 6 | -7
24 | CCCN1CCC(NC(=O)c2oc3c(C)ccc(C)c3c2C)CC1 | x | 8 | -3
25 | Cc1ccc(C(=O)Cn2nc(-c3ccco3)c3sc(N4CCOCC4)nc3c2=O)cc1 | -1 | -3 | -2
26 | CC(C)CN1CCN(Cc2ccc(CN(C)S(C)(=O)=O)o2)C(C)C1=O (stereo not given) | 0 | x | 3
27 | COc1ccc(F)c(-c2ccc(CNC(C)=O)cn2)c1 | -15 | x | -6
28 | COCOc1cccc(CN2CCC2(C)C(=O)NCCCN2CCCC2=O)c1 (stereo not given) | x | 7 | -12
29 | CN1CCN2C[C@@H](NC(=O)c3ccc(-c4ccc(O)cc4)cc3)C[C@H]2C1 | -10 | 11 | 0
30 | COc1ccc(NC(=O)C2CCN(C(=O)CCNC(=O)Nc3ccc(Br)cc3Cl)CC2)cc1 | -7 | -2 | -8

# Next section, starting with the last 2 of the part before.
no. | structure | mcGAS lum | NPYLR7 agonist | hcGAS inh
29 | CN1CCN2C[C@@H](NC(=O)c3ccc(-c4ccc(O)cc4)cc3)C[C@H]2C1 | -10 | 11 | 0
30 | COc1ccc(NC(=O)C2CCN(C(=O)CCNC(=O)Nc3ccc(Br)cc3Cl)CC2)cc1 | -7 | -2 | -8
31 | NC1=NC(=Nc2ccc(Cl)cc2)c2ccccc21 | -8 | 23 | -5
32 | O=C(NCc1cccnc1)Nc1ccc2c(c1)OC1(CCCCC1)O2 | x | 2 | -8
33 | CCCCCCCC(=O)N(CCCOC)CC(=O)N(Cc1ccc2c(c1)OCO2)Cc1cccs1 | -4 | x | -6
34 | CCC1=NOC(CNC(=O)Cc2csc(C)n2)C1 (stereo not given) | x | 6 | -4
35 | C=CCN(C(C)C(=O)c1c(C)c(C(=O)OCC)n(C)c1C)S(=O)(=O)/C=C/c1ccccc1 (stereo not given) | 0 | -10 | 2
36 | CCOC(=O)Nc1cc(C(C)(C)C)on1 | x | 0 | -5
37 | CN(C)S(=O)(=O)CCNC(=O)C(O)c1ccc(C(F)(F)F)cc1 (stereo not given) | x | 9&-3 | 0&-4
38 | COCCn1c(N2CCN(Cc3ccccc3C)CC2)nc2c1c(=O)[nH]c(=O)n2C | x | 7 | -5
39 | Cc1[nH]ncc1CCCNC(=O)N1CCCC1CC(C)(C)C (stereo not given) | x | -1 | -5
40 | COc1ccc(CNC(=O)c2sc(=O)n(Cc3ccccc3C)c2C)cc1 | x | 16 | -6
41 | S=c1[nH]nc(-c2ccccc2)n1Cc1ccc2c(c1)OCO2 | -8 | 1 | -12
42 | Cc1cc(=O)n2nc(CN3CCNC(=O)C3c3c(C)nn(-c4ccccc4)c3C)sc2n1 (stereo not given) | x | 1 | 0
43 | c1ccc(CCc2nn3c(Cn4nnc5ccccc54)nnc3s2)cc1 | -5 | 2 | 0
44 | CCn1c(CNC(=O)c2ccc3c(c2)OCO3)nc2ccccc21 | -9 | -5 | -5
45 | CCCn1c(SCc2ncc(-c3ccc(Cl)cc3)o2)n[nH]c1=O | -7 | -1 | -8
46 | O=C(NC1CCN(C(=O)c2nc(Cl)c(Cl)c(Cl)c2Cl)CC1)c1ccc[nH]1 | -16 | 11 | -10
47 | COc1ccc(F)cc1-c1nccc2[nH]nc(-c3cccnc3)c12 | -5 | 3 | -5
48 | CCOc1ncccc1CN1CCCC(C(=O)NCCNc2cccc3ccccc23)C1 (stereo not given) | -4 | 4 | -7
49 | CCCCCC(=O)N(CCC(C)C)CC(=O)Nc1cc(C(C)(C)C)nn1-c1ccc(OC)cc1 | -4 | 10 | -1
50 | CC1CCCC(C)N1C(=O)Cn1cnc2c1c(=O)n(C)c(=O)n2C (stereo not given) | x | -1 | -8
51 | CCCC(=O)Nc1sc2c(c1-c1nc3ccccc3s1)CCN(C(C)=O)C2 | x | 5 | -5
52 | COCCNC(=O)c1c(C)noc1-c1ccco1 | -6 | -1 | -5
53 | CC(C)(C)c1ccc(S(=O)(=O)N2CCCC2C(=O)Nc2nnc(-c3ccc(Cl)cc3)s2)cc1 (stereo not given) | -6 | 7 | -5
54 | Cc1ccc2[nH]c(CN3CCN(c4ncccc4C(N)=O)CC3)c(C)c2c1 | 3 | -2 | 0
55 | COc1cccc(CSc2nnc(C(C)NC(=O)C(Cl)Cl)n2-c2cc(Cl)ccc2Cl)c1 (stereo not given) | -5 | -6 | -3
56 | Nc1c(Cl)cc(S(=O)(=O)Nc2cccnc2N2CCOCC2)cc1Cl | x | 14 | -10
57 | OCCN1CCN(c2ncnc3c2c(-c2ccccc2)cn3-c2ccc(F)cc2)CC1 | -9 | 3 | -7
58 | NC(=O)c1csc(C(=O)OCc2cccc3[nH]ccc23)c1 | 2 | -4 | 1
59 | CCC(=O)NCCNc1nc(COC)nc2c1c(C)nn2-c1cccc(Cl)c1 | -4 | x | -3
60 | CC(C)N(CC(=O)Nc1cc(C(C)(C)C)nn1-c1ccc(Cl)cc1)C(=O)Nc1cc(C(F)(F)F)cc(C(F)(F)F)c1 | -3 | -11 | -4

# Additional entries.
no. | structure | mcGAS lum | NPYLR7 agonist | hcGAS inh
61 | Cc1nccn1CCCNC(=O)c1ccc2nc(Cc3cccc(Cl)c3)oc2c1 | -11 | 0 | -9
62 | Cc1ccccc1Cn1ccnc1CN(C(=O)CC(C)C)C(C)C | 0 | 1 | 3
63 | COc1cccc(CN(Cc2ccc(F)cc2)CC(O)COc2ccc(Cl)cc2)c1 (stereo not given) | 0 | -5 | -1
64 | CCCCCn1c(CCC(=O)O)nc2c1c(=O)[nH]c(=O)n2CCCC | x | 0 | -1
65 | Cc1ccccc1CSc1nnc(C(C)NS(=O)(=O)c2ccc(F)cc2)n1-c1cc(Cl)ccc1C (stereo not given) | -3 | -4 | -2
66 | CC(=O)OC(C(=O)N1CCN(c2nccc(-c3ccc4c(c3)OCO4)n2)CC1)c1ccccc1 (stereo not given) | -4 | 25 | -5
67 | O=C1c2ccccc2C(=O)N1CSc1nc2ccccc2[nH]1 | x | 0 | -5
68 | COc1cc(/C=N\Nc2nc(Nc3ccccc3)nc(N3CCCC3)n2)ccc1OCC#N | -2 | -5 | -4
69 | C[C@@H]1CN(Cc2cn[nH]c2-c2ccc(-c3ccccc3)cc2)C[C@H](C)O1 | -9 | 16 | -1
70 | CSc1nc(=O)c2c(n1C)NC(=O)CC2c1ccccc1C (stereo not given) | x | 11 | -3
71 | COc1ccc(C(=O)N(C)CCc2ccc(OC)c(OC)c2)c(OC)c1 | x | -2 | -1
72 | COc1ccc(-n2nnc3c(SC(C(C)=O)C(=O)N(C)C)ncnc32)cc1 (stereo not given) | -6 | 14 | -4
73 | O=C(Nc1nnc2n1CCS2)C1CCCC1 | -3 | x | -1
74 | COc1cccc(C2(C)NC(=O)N(CC(O)COc3c(C)ccc(C)c3C)C2=O)c1 (stereo not given) | -8 | -4 | -6
75 | CC1(C)C2(C(=O)Nc3ccc4[nH]cc(CCN5CCN(c6cccc(C(F)(F)F)c6)CC5)c4c3)CC[C@@]1(C)C(=O)O2 | -7 | 7 | -11
76 | CCc1sc(C(=O)N(C)Cc2ccc(C(=O)NC)cc2)cc1C | -16&-4 | 9&6 | -9&-6
77 | CCN(CC)C(=O)c1cc(NC(=O)c2cccc(Br)c2)ccc1N1CCCC1 | -6 | 6 | 7
78 | CC1CN(C(=O)Nc2ccc(N3CCSCC3)cc2)CCO1 (stereo not given) | x | 7 | -10&-5
79 | O=C(O)Cc1ccc(-c2ccccc2)cc1 | -5 | -2 | -6
80 | COc1ccc(NC(=O)CO/N=C(/N)c2nonc2N)cc1Cl | x | 1 | -5
81 | CCOC(=O)C(CC)n1cnc2c(nnn2-c2cccc(C)c2)c1=O (stereo not given) | -9 | -2 | -11
82 | COc1cc2c(cc1O)NC(=O)CC2c1nc(C)ccc1O (stereo not given) | -4 | 15 | -3
83 | C/C(=N\N1CCN(C)CC1)c1cc(C)sc1C | -14 | -6 | -6
84 | CCOC(=O)N1CCC(NCc2c(C(=O)N3CCCC3)nc3sccn23)CC1 | -4 | -7 | -7
85 | O=S1(=O)CC(N2CCN(S(=O)(=O)c3ccccc3)CC2)[C@H](O)C1 (stereo not given in full) | x | 1 | -6

# 21 structures already listed, arranged by molar mass, descending.
no. | structure | mcGAS lum | NPYLR7 agonist | hcGAS inh
75 | CC1(C)C2(C(=O)Nc3ccc4[nH]cc(CCN5CCN(c6cccc(C(F)(F)F)c6)CC5)c4c3)CC[C@@]1(C)C(=O)O2 | -7 | 7 | -11
65 | Cc1ccccc1CSc1nnc(C(C)NS(=O)(=O)c2ccc(F)cc2)n1-c1cc(Cl)ccc1C (stereo not given) | -3 | -4 | -2
66 | CC(=O)OC(C(=O)N1CCN(c2nccc(-c3ccc4c(c3)OCO4)n2)CC1)c1ccccc1 (stereo not given) | -4 | 25 | -5
68 | COc1cc(/C=N\Nc2nc(Nc3ccccc3)nc(N3CCCC3)n2)ccc1OCC#N | -2 | -5 | -4
63 | COc1cccc(CN(Cc2ccc(F)cc2)CC(O)COc2ccc(Cl)cc2)c1 (stereo not given) | 0 | -5 | -1
74 | COc1cccc(C2(C)NC(=O)N(CC(O)COc3c(C)ccc(C)c3C)C2=O)c1 (stereo not given) | -8 | -4 | -6
61 | Cc1nccn1CCCNC(=O)c1ccc2nc(Cc3cccc(Cl)c3)oc2c1 | -11 | 0 | -9
84 | CCOC(=O)N1CCC(NCc2c(C(=O)N3CCCC3)nc3sccn23)CC1 | -4 | -7 | -7
72 | COc1ccc(-n2nnc3c(SC(C(C)=O)C(=O)N(C)C)ncnc32)cc1 (stereo not given) | -6 | 14 | -4
85 | O=S1(=O)CC(N2CCN(S(=O)(=O)c3ccccc3)CC2)[C@H](O)C1 (stereo not given in full) | x | 1 | -6
64 | CCCCCn1c(CCC(=O)O)nc2c1c(=O)[nH]c(=O)n2CCCC | x | 0 | -1
69 | C[C@@H]1CN(Cc2cn[nH]c2-c2ccc(-c3ccccc3)cc2)C[C@H](C)O1 | -9 | 16 | -1
81 | CCOC(=O)C(CC)n1cnc2c(nnn2-c2cccc(C)c2)c1=O (stereo not given) | -9 | -2 | -11
76 | CCc1sc(C(=O)N(C)Cc2ccc(C(=O)NC)cc2)cc1C | -16&-4 | 9&6 | -9&-6
62 | Cc1ccccc1Cn1ccnc1CN(C(=O)CC(C)C)C(C)C | 0 | 1 | 3
78 | CC1CN(C(=O)Nc2ccc(N3CCSCC3)cc2)CCO1 (stereo not given) | x | 7 | -10&-5
70 | CSc1nc(=O)c2c(n1C)NC(=O)CC2c1ccccc1C (stereo not given) | x | 11 | -3
67 | O=C1c2ccccc2C(=O)N1CSc1nc2ccccc2[nH]1 | x | 0 | -5
82 | COc1cc2c(cc1O)NC(=O)CC2c1nc(C)ccc1O (stereo not given) | -4 | 15 | -3
73 | O=C(Nc1nnc2n1CCS2)C1CCCC1 | -3 | x | -1
79 | O=C(O)Cc1ccc(-c2ccccc2)cc1 | -5 | -2 | -6
